NPSR antagonist: neuropeptide S receptor (human) antagonism, cAMP | Q6W5P4 | CHO-NPSR cells, cAMP TR-FRET, antagonist mode | Potency, µM (highest dose often 38.3 µM), for the others: top-dose activity change, negative = inhibition, most hits filed as inhibitors | 220,000 tested, 1% active | AID 1461; note: % is set by controls: 0 for no effect and ±100 for the full control effect; nearly all actives have a fitted effect of over 50% in size; many of its hits are not listed in these tables
Target sequence (Q6W5P4 whole entry, looked up): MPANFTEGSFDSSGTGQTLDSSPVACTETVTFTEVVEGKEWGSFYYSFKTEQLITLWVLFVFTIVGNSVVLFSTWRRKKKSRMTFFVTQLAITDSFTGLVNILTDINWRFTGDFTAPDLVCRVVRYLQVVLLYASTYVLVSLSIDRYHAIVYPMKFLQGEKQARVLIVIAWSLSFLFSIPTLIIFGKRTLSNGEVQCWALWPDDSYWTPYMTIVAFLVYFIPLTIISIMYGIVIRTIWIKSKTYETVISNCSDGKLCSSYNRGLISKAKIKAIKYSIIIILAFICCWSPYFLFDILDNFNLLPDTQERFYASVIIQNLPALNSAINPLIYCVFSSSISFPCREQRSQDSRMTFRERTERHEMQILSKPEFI
GAA glycogen: alters human alpha-glucosidase cleavage of glycogen | recombinant GAA, glycogen substrate, Amplex Red glucose oxidase fluorescence | Potency, µM (series often up to 76.4 µM), without a hit: top-dose activity change, negative = inhibition, usual class: inhibitors | 300,000 tested, 0.38% active;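 note: 0% = full enzyme reaction and -100% = no-enzyme basal signal; the screen sought inhibitors and activators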
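Recombinant human alpha-glucosidase (4 nM final) hydrolysed bovine liver glycogen (30 ug) for 40 min at 37 C in pH 5.0 citrate/phosphate with 0.01% Tween-20. Released glucose detected by glucose oxidase/Amplex Red, Ex 573/Em 610 nm. Compounds up to 77 uM; AC50 from Hill fits.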
Tau fluor cs: counter-screen for tau fibril formation inhibitors. 280,000 tested, 0.93% active. AID 1463. Potency, µM (titrated, usually from 57.7 µM), inactives show at the highest dose activity change, negative = decrease. tau K18 P301L Alexa594 fluorescence, heparin fibrillization; note: % is set by controls: 0 for no effect and ±100 for the full control effect; nearly all actives have a fitted effect of over 55% in size
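Human tau K18 P301L (15 uM unlabeled, 0.24 uM Alexa 594-labeled) in 100 mM sodium acetate pH 7 with 20 uM heparin, 6 hr at 37 C. ThT 30 uM added, 1 hr ambient; Alexa 594 FP and total fluorescence read at 555/632 nm.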
ALDH1A1 block: ALDH1A1 (human) enzyme inhibition | P00352 | 220,000 tested, 7.3% active | Potency, µM (series often up to 75.3 µM), for the others: at the top dose activity, negative = inhibition, hits mostly inhibitors | Purified ALDH1A1, NADH fluorescence, propionaldehyde substrate; active = well fitted inhibition curve with a large enough effect, not every such curve was filed as active; inconclusive = small, poorly fitted or top-dose-only effect, or another doubt; inactive = no such curve, though single readings can be large or run the other way;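 note: plate controls were no enzyme wells and a reference inhibitor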
aGal spleen mod: inhibits or activates alpha-galactosidase in human spleen homogenate; P06280; human spleen homogenate, 4MU-alpha-Gal fluorescence, 40 min; Potency, µM (series often up to 80 µM), without a hit: at the highest dose activity change, negative = inhibition, usual class: inhibitors; 240,000 tested, 0.008% active; AID 2107;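 note: 0% = enzyme with vehicle and -100% = no enzyme basal signal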
Target sequence (P06280 32-429 limits assumed): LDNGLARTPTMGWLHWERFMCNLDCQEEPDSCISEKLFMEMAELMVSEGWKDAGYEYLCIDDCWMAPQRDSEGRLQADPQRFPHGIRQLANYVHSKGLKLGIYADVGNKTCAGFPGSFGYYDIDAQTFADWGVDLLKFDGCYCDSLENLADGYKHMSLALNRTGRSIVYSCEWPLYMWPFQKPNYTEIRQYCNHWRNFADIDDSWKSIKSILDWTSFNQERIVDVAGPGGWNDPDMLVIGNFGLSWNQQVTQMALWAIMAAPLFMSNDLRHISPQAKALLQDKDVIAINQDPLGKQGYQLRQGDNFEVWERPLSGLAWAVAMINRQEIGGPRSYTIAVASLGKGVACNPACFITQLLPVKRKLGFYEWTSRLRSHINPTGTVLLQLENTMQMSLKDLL
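Human spleen homogenate (1 ug) as enzyme source, 4-methylumbelliferyl-alpha-D-galactopyranoside 1 mM final, citrate/phosphate pH 5.0 with 0.01% Tween-20. Compounds 40 min at 37C, NaOH/glycine stop; fluorescence Ex 365/Em 440, Hill-fit AC50.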
aGlu spleen mod: inhibits or activates alpha-glucosidase in human spleen homogenate. Potency, µM (titrated, usually from 79.9 µM), for inactives: top-dose activity change, negative = inhibition, hits mostly inhibitors. human spleen homogenate, 4-MU-alpha-glucoside fluorescence. P10253. 240,000 tested, 0.006% active;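 note: 0% = enzyme with vehicle and -100% = no enzyme basal signal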
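Human spleen homogenate (1 ug) with 4-methylumbelliferyl-alpha-D-glucopyranoside (1 mM final) in 50 mM citrate/phosphate pH 5.0, 0.01% Tween-20; 40 min at 37 C. Stopped at pH 10; 4-MU fluorescence Ex 365/Em 440 nm; AC50 by Hill fit.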
GAA inhib: blocks human lysosomal alpha-glucosidase; purified human GAA, 4-MU-alpha-glucoside fluorescence; AID 1466; P10253; Potency, µM (titrated, usually from 76.9 µM), for inactives: at the top dose activity change, negative = inhibition, hits mostly inhibitors; 200,000 tested, 0.005% active;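 note: plate controls were uninhibited enzyme wells for no effect and no-enzyme background for full effect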
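Human alpha-glucosidase, 4 nM, pre-mixed with test compounds before 400 uM 4-methylumbelliferyl substrate; 20 min room temperature at pH 5.0. Fluorescence read after pH 10 stop; AC50 values from Hill-equation fits.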
Epigenetic reg: derepresses silenced GFP reporter in murine cells; Potency, µM (top dose mostly 53.9 µM), without a hit: at the highest dose GFP activation, hits mostly activators; murine LDR cells, GFP reporter derepression, 30 h; 280,000 tested, 0.2% active; note: % of control where 0% means no effect; nearly all actives have a fitted effect of over 60% in size
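GFP-positive cell count by laser-scanning cytometry (objects 20–120 um) after 30 h, 37 C compound exposure of murine LDR cells; reporter is CMV-GFP integrated at a silenced locus, inducible by HDAC or DNMT inhibitors.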
Starred values were filed as active, the others as inactive; [ ] = remark or other dose. Unless noted, calls come from the whole dose curve; as a rule, active = well fitted curve in the direction sought with a large enough effect; inconclusive = small, poorly fitted or top-dose-only effect, or another doubt; inactive = no such curve, though single readings can be large; an effect the other way counts as inactive or inconclusive. Potency is the fitted concentration of half-maximal effect.

How did O=C(CSCC(=O)N1CCCc2ccccc21)Nc1nc(-c2ccccc2)cs1 do in these assays?
NPSR antagonist: -18%; GAA glycogen: -9%; Tau fluor cs: -3%; ALDH1A1 block: inconclusive; aGal spleen mod: 3%; aGlu spleen mod: -4%; GAA inhib: 2%; Epigenetic reg: 0.9%

Results for CCN(CC)CCSc1nc(O)c(-c2ccccc2)c(=O)n1-c1ccccc1 ?
NPSR antagonist: 14%; GAA glycogen: -11%; Tau fluor cs: -7%; ALDH1A1 block: -1%; aGal spleen mod: 4%; aGlu spleen mod: 3%; GAA inhib: 4%; Epigenetic reg: 1.6%

What do the screens show for `CC(C)(C)c1cc(C(=O)NNc2cc(C(F)(F)F)ccc2Cl)n(Cc2ccccc2)n1`?
NPSR antagonist: inconclusive; GAA glycogen: inconclusive; Tau fluor cs: -29%; ALDH1A1 block: -14%; aGal spleen mod: -6%; aGlu spleen mod: -4%; GAA inhib: 8%[15.4 µM]; Epigenetic reg: 0.4%

What do the screens show for `CCc1ccc(-c2nn(Cc3ccccc3)cc2/C=C/C(=O)O)cc1`?
NPSR antagonist: -16%[46.1 µM]; GAA glycogen: 0%; Tau fluor cs: -3%; ALDH1A1 block: -1%; aGal spleen mod: -16%; aGlu spleen mod: 4%; GAA inhib: -15%; Epigenetic reg: -1.0%

How did NS(=O)(=O)c1ccc(CNC(=O)CSc2ccccc2)cc1 do in these assays?
NPSR antagonist: 5%; GAA glycogen: -9%; Tau fluor cs: 6%; ALDH1A1 block: -5%; aGal spleen mod: -5%; aGlu spleen mod: -2%; GAA inhib: 6%; Epigenetic reg: 3.6%

What do the screens show for `COc1ccc(Cc2nc(C(=O)Nc3ccc(Cl)cc3)cs2)cc1`?
NPSR antagonist: -12%[46.1 µM]; GAA glycogen: -5%; Tau fluor cs: -29%; ALDH1A1 block: 4%; aGal spleen mod: 0%; aGlu spleen mod: 6%; GAA inhib: -3%; Epigenetic reg: -4.5%

What do the screens show for `CCOC(=O)c1sc(C)c2c(=O)n(CC(=O)c3ccc(Br)cc3)nnc12`?
NPSR antagonist: -23%[46.1 µM]; GAA glycogen: 0%; Tau fluor cs: -24%; ALDH1A1 block: 7%; aGal spleen mod: 9%; aGlu spleen mod: 6%; GAA inhib: 0%; Epigenetic reg: 0.0%

How did COc1cccc(C=N[C@@H](CO)[C@@H](O)c2ccc([N+](=O)[O-])cc2)c1O do in these assays?
NPSR antagonist: -27%; GAA glycogen: 0%; Tau fluor cs: 6%; aGal spleen mod: -4%; aGlu spleen mod: 0%; Epigenetic reg: -1.0%

How did Cc1ccc(/C=N/NC(=O)CSc2nnc(-c3ccc(Cl)cc3)n2-c2ccc(Cl)cc2)o1 do in these assays?
NPSR antagonist: -54%; GAA glycogen: -1%; Tau fluor cs: 7%; ALDH1A1 block: 10µM*; aGal spleen mod: 4%; aGlu spleen mod: 0%; GAA inhib: 3%; Epigenetic reg: 1.5%

Results for CCOC(=O)N1CCN(c2c(NCCCOC(C)C)c(=O)c2=O)CC1 ?
NPSR antagonist: -13%[46.1 µM]; GAA glycogen: -3%; Tau fluor cs: 3%; ALDH1A1 block: -4%; aGal spleen mod: 1%; aGlu spleen mod: -2%; GAA inhib: 1%; Epigenetic reg: -1.0%

Results for Cc1cccc(NC(=O)CNC(=O)COc2cc(F)ccc2[N+](=O)[O-])c1C ?
NPSR antagonist: 3%; GAA glycogen: -6%; Tau fluor cs: -8%; ALDH1A1 block: 7%; aGal spleen mod: 5%; aGlu spleen mod: 2%; GAA inhib: 6%; Epigenetic reg: -0.3%

How did O=c1oc(-c2ccccc2)nc2c1C1(CCCCC1)Cc1ccccc1-2 do in these assays?
NPSR antagonist: 12%[46.1 µM]; GAA glycogen: 1%; Tau fluor cs: -10%; ALDH1A1 block: 11%; aGal spleen mod: -1%; aGlu spleen mod: -1%; GAA inhib: 6%; Epigenetic reg: -1.2%

Results for CCCCCCn1c(O)c(/C=C2\C=NN=C2c2ccccc2)sc1=S ?
NPSR antagonist: inconclusive; GAA glycogen: -4%; Tau fluor cs: 0%; ALDH1A1 block: 7%; aGal spleen mod: -1%; aGlu spleen mod: -4%; GAA inhib: 3%; Epigenetic reg: -1.0%

How did S=C(NC1CCCCC1)N1CCOCCOCCN(C(=S)NC2CCCCC2)CCOCCOCC1 do in these assays?
NPSR antagonist: inconclusive; GAA glycogen: -9%; Tau fluor cs: -14%; aGal spleen mod: 0%; aGlu spleen mod: -15%; Epigenetic reg: -1.1%

Results for CC1CCN(C(=O)c2cc(N3C(=O)C4C5CCC(C5)C4C3=O)ccc2Cl)CC1 (configuration not stated) ?
NPSR antagonist: -7%; GAA glycogen: -63%; Tau fluor cs: -5%; ALDH1A1 block: 0%; aGal spleen mod: -7%; GAA inhib: 1%; Epigenetic reg: -1.0%

Results for O=C(Cn1c(NCCO)nc2ccccc21)c1ccco1 ?
NPSR antagonist: -8%[46.1 µM]; GAA glycogen: -1%; Tau fluor cs: -12%; ALDH1A1 block: 9%; aGal spleen mod: 2%; aGlu spleen mod: 4%; GAA inhib: -1%; Epigenetic reg: 5.5%

What do the screens show for `CCOC(=O)c1sc(=S)n(-c2cc(F)ccc2F)c1N`?
NPSR antagonist: 7%[46.1 µM]; GAA glycogen: -3%; Tau fluor cs: -4%; ALDH1A1 block: 20µM*; aGal spleen mod: 1%; aGlu spleen mod: -12%; GAA inhib: 1%; Epigenetic reg: -2.9%

Results for CCCN(CC1CC1)C(=S)NC(=O)c1ccc(S(=O)(=O)N2CCOCC2)cc1 ?
NPSR antagonist: -15%; GAA glycogen: -10%; Tau fluor cs: -9%; ALDH1A1 block: inconclusive; aGal spleen mod: 4%; aGlu spleen mod: -10%; GAA inhib: 7%; Epigenetic reg: -0.2%

Results for Cc1ccccc1CN1CCc2c(OCC(=O)N3CCCCC3)cccc2C1=O ?
NPSR antagonist: 3%; GAA glycogen: -9%; Tau fluor cs: 4%; ALDH1A1 block: inconclusive; aGal spleen mod: -15%; aGlu spleen mod: -11%; GAA inhib: 8%; Epigenetic reg: -1.5%

How did N#Cc1nc(-c2ccccc2Cl)oc1NCC1CCCO1 (configuration not stated) do in these assays?
NPSR antagonist: -11%[46.1 µM]; GAA glycogen: 8%; Tau fluor cs: -19%; ALDH1A1 block: inconclusive; aGal spleen mod: 2%; aGlu spleen mod: -6%; GAA inhib: 3%; Epigenetic reg: -1.6%

Results for COCCn1c(=S)[nH]c2ccccc21 ?
NPSR antagonist: 29%; GAA glycogen: 1%; Tau fluor cs: -1%; ALDH1A1 block: 6%; aGal spleen mod: 1%; aGlu spleen mod: -4%; GAA inhib: -4%; Epigenetic reg: -0.9%

How did COc1ccc(/C=C2\SC(N3CCc4ccccc4C3)=NC2=O)cc1 do in these assays?
NPSR antagonist: -20%; GAA glycogen: 7%; Tau fluor cs: -26%; ALDH1A1 block: inconclusive; aGal spleen mod: 0%; aGlu spleen mod: -1%; GAA inhib: 5%; Epigenetic reg: 0.0%

Results for COCCNC(=S)N(CCc1c(C)[nH]c2ccc(C)cc12)Cc1cc(OC)c(OC)c(OC)c1 ?
NPSR antagonist: -8%; GAA glycogen: -14%; Tau fluor cs: -5%; ALDH1A1 block: -1%; aGal spleen mod: -2%; aGlu spleen mod: -6%; GAA inhib: 4%; Epigenetic reg: -2.5%

How did Cn1c(C(=O)O)c(CC(=O)Nc2ccc3c(c2)OCCO3)c2ccccc21 do in these assays?
NPSR antagonist: -1%[46.1 µM]; GAA glycogen: 11%; Tau fluor cs: -5%; ALDH1A1 block: -13%; aGal spleen mod: 2%; aGlu spleen mod: -17%; GAA inhib: 1%; Epigenetic reg: 1.2%

Results for Cc1cccc(-[n+]2c(-c3cccc(Br)c3)[nH]c3nc4ccccc4nc32)c1 ?
NPSR antagonist: 10µM*; GAA glycogen: 4%; Tau fluor cs: -19%; aGal spleen mod: -2%; aGlu spleen mod: 2%; Epigenetic reg: 0.0%

Results for COc1cc(/C=C2/S/C(=N/S(=O)(=O)Cc3ccccc3)NC2=O)c([N+](=O)[O-])cc1OC ?
NPSR antagonist: -6%[7.67 µM]; GAA glycogen: 3%; Tau fluor cs: -10%; aGal spleen mod: -10%; aGlu spleen mod: -6%; Epigenetic reg: -1.4%

How did CCCN1C(=O)SC(CC(=O)Nc2ccc(Br)cc2)C1=O (configuration not stated) do in these assays?
NPSR antagonist: -13%[46.1 µM]; GAA glycogen: -4%; Tau fluor cs: -15%; ALDH1A1 block: inconclusive; aGal spleen mod: 4%; aGlu spleen mod: 2%; GAA inhib: -9%; Epigenetic reg: 9.5%

What do the screens show for `CCOC(=O)N1CCC(N2C(=O)c3ccc(C(=O)Nc4ccc(F)cc4F)cc3C2=O)CC1`?
NPSR antagonist: -2%; GAA glycogen: 3%; Tau fluor cs: -8%; ALDH1A1 block: 6%; aGal spleen mod: 1%; aGlu spleen mod: -7%; GAA inhib: 3%; Epigenetic reg: 0.0%

Results for COc1ccccc1/C=C/C=N/NC(=O)CCC1C(=O)NN=C1C (configuration not stated) ?
NPSR antagonist: -12%; GAA glycogen: inconclusive; Tau fluor cs: 2%; ALDH1A1 block: 9%; aGal spleen mod: 4%; aGlu spleen mod: 3%; GAA inhib: -4%; Epigenetic reg: -1.0%

Results for CCOC(=O)Cc1csc(NC(=O)CSc2nnc(Cc3csc(N)n3)n2C)n1 ?
NPSR antagonist: -8%[46.1 µM]; GAA glycogen: 14%; Tau fluor cs: 1%; ALDH1A1 block: -27%; aGal spleen mod: 10%; aGlu spleen mod: -8%; GAA inhib: 1%; Epigenetic reg: -2.1%

Filtered by structure, the compounds so far with a furan ring, fused or not.
How did Cc1ccc(/C=N/NC(=O)CSc2nnc(-c3ccc(Cl)cc3)n2-c2ccc(Cl)cc2)o1 do in these assays?
NPSR antagonist: -54%; GAA glycogen: -1%; Tau fluor cs: 7%; ALDH1A1 block: 10µM*; aGal spleen mod: 4%; aGlu spleen mod: 0%; GAA inhib: 3%; Epigenetic reg: 1.5%

Results for O=C(Cn1c(NCCO)nc2ccccc21)c1ccco1 ?
NPSR antagonist: -8%[46.1 µM]; GAA glycogen: -1%; Tau fluor cs: -12%; ALDH1A1 block: 9%; aGal spleen mod: 2%; aGlu spleen mod: 4%; GAA inhib: -1%; Epigenetic reg: 5.5%

Source: PubChem BioAssay (National Center for Advancing Translational Sciences (NCATS))

These rows are one share of the data. The share of hits here may be higher or lower than overall.
